# Screening data (PubChem)
# HDAC3 inh: HDAC3 deacetylase inhibitors, primary screen, biochemical, fluorescence, cell-free homogeneous. Histone deacetylase 3 (Homo sapiens), O15379. recombinant HDAC3, fluorogenic peptide/trypsin coupled. inhibition, % at 8.3 µM. 320,000 compounds, 0.15% hits; in the data active means inhibition above about 26%, passing the limit was not always enough
# Target sequence (O15379 whole entry, looked up): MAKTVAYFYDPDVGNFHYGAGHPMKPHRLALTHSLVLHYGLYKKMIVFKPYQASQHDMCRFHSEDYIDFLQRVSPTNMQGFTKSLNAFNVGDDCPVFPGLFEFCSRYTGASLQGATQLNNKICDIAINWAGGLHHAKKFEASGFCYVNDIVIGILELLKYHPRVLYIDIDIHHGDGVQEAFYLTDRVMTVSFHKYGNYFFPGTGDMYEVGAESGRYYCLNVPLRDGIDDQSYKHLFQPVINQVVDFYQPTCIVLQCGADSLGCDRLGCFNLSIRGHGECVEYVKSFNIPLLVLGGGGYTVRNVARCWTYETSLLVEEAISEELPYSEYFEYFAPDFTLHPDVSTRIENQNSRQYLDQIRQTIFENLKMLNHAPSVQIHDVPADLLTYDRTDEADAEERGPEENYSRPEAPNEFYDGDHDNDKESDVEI
# PolyA inh: polyadenylation inhibitors in yeast reporter cells, primary screen, luminescence, S. cerevisiae; AID 1875, 2009; S. cerevisiae SKY197-pL101 polyadenylation reporter, beta-gal luminescence; efflux-impaired pdr1/pdr3 knockout yeast; score 100 = 6 SD above DMSO; calls only at 12 µM; 300,000 compounds, 0.02% hits;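 active means lowest replicate activity score at least 50, where 100 means six control SD above control mean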;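 further: yeast exposed to compound for 9 h at 30 °C; higher score means more reporter readthrough which indicates perturbed polyadenylation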
# DYRK1A inh: rat Dyrk1A kinase inhibitors, primary screen, biochemical, single point, plate reader; Dual specificity tyrosine-phosphorylation-regulated kinase 1A (Rattus norvegicus), Q63470; ADP-Glo luminescence, NFATc1 peptide; inhibition, % at 12.5 µM; 310,000 compounds, 0.43% hits; AID 504441, 2011; in the data active means inhibition above about 50%;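 further: plate controls were vehicle with enzyme for no effect and no enzyme for full effect; many of its hits are not listed in these tables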
# RGS4 pot: RGS4 potentiators or activators, primary screen, cell-based, HEK293 M3R inducible RGS4, calcium flux; carbachol calcium flux Fluo4; stronger effect = lower value; AID 463111, 2010; 310,000 compounds, 0.92% hits; B-score at 10 µM;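 active means B-score of the integrated calcium signal more than 4 SD below the library mean, with starting fluorescence not abnormally high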;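 further: negative B-score means reduced calcium response which marks RGS4 activation or potentiation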
#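 System – HEK293 FlpIn-TREx cells, stable M3R, doxycycline-inducible RGS4 · Reagent – ECmax carbachol challenge · Times – compound preincubation 20 min at room temperature before agonist · Technique – Fluo4 fluorescence kinetic imaging of calcium · Measure – B score of integrated Fluo4 ratio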
# KCNQ1 inh: inhibitors of human KCNQ1 channel, primary screen, cell-based, thallium flux, high-throughput; CHO-K1 KCNQ1, FluxOR thallium flux fluorescence; stronger effect = higher value; 310,000 compounds, 1.3% hits; Potassium voltage-gated channel subfamily KQT member 1 (Homo sapiens), P51787; B-score at 10 µM;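 active means compounds whose thallium flux B-score, printed positive for inhibition, exceeds three library SD while starting fluorescence stays within three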;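 further: channel opened by potassium depolarization with thallium stimulus after 20 min compound exposure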
# GSK3 alpha inh: blockers of GSK3A enzyme activity – biochemical, luminescence, cell-free homogeneous, HTS, primary screen; 320,000 compounds, 0.1% hits; AID 2650, 2010; GSK-3 alpha kinase, ADP-Glo luminescence, 60 min; inhibition, % at 10 µM;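 in the data active means inhibition above about 50%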;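 further: GST-tagged GSK-3 alpha with peptide substrate and 25 µM ATP; 0% = DMSO neutral wells and 100% = GW8510 positive control wells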
# Target sequence (P49840 whole entry, looked up): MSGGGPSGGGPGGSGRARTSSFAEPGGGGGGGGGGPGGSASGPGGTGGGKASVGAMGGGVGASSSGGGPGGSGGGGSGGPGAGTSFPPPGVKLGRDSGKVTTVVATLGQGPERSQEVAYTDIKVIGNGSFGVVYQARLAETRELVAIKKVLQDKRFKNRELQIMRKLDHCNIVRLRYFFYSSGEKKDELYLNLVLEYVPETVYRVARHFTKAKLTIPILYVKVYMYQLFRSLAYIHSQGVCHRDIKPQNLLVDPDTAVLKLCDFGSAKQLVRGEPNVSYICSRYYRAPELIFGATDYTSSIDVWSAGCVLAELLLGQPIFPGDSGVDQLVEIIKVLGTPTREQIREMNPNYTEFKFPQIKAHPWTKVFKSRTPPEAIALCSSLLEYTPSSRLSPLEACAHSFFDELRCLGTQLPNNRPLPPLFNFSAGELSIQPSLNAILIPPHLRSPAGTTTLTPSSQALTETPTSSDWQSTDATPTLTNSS
# KCNK9 block: KCNK9 potassium channel inhibitors, primary screen, HEK293 cells, thallium flux | 310,000 compounds, 1.2% hits | B-score at 10 µM | FluxOR thallium flux fluorescence; stronger effect = lower value;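 active means ratio B-score over 3 SD below the library mean, with starting fluorescence within 5 SD of its mean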;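 further: negative B-score means less thallium flux so channel inhibition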
# KCNK3 inh: human KCNK3 channel inhibitors, primary screen, CHO cells, FluxOR thallium flux, B-score | FluxOR fluorescence; stronger effect = lower value | B-score at 10 µM | Potassium channel subfamily K member 3 (Homo sapiens), O14649 | AID 602410, 2012 | 340,000 compounds, 0.84% hits;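 active means B-score under library mean minus 4 SD, starting fluorescence ratio at most library mean plus 5 SD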;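 further: more negative B-score means stronger inhibition of thallium flux through KCNK3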
# hERG protect: hERG rescue from dofetilide block, primary screen, cell-based, CHO-hERG, FluxOR thallium flux, dofetilide IC70. activation (rescue from dofetilide block), less the hit threshold, % at 10 µM. dofetilide IC70 present. 310,000 compounds, 0.51% hits. AID 1511, 2009;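 active means activation above the mean of controls blocked by dofetilide plus 5 SD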;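 further: thallium influx through hERG after potassium depolarization seen as dye fluorescence rise; in these data hits start at about 4.7%; inactives centre near -7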
# GSK3beta inhib: human GSK3beta kinase inhibitors, primary screen, biochemical, cell-free homogeneous, HTS; GST-GSK3beta kinase, ADP-Glo luminescence, 60 min; stronger effect = lower value; activity score (negative = inhibition), % at 10 µM; 300,000 compounds, 0.038% hits; AID 2097, 2009;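 active means more than half of replicate wells score below -50%, meaning over 50% inhibition versus plate controls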;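 further: 0% = median DMSO wells and -100% = median GW8510 positive control wells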
#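 Test system: GST-fused GSK3beta enzyme, cell-free | Quantity: 1.6 ng GST-GSK3beta enzyme per well | Reagent: 25 µM ATP with peptide substrate | Schedule: 60 min enzyme reaction, room temperature | Signal: Luminescent ADP-Glo measurement of ADP formed | Read-out basis: Score relative to plate controls | Control set: DMSO and 20 µM GW8510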
# KCNQ1 act: potentiators or activators of KCNQ1 channel, primary screen, cell-based, thallium flux, high-throughput. Potassium voltage-gated channel subfamily KQT member 1 (Homo sapiens), P51787. CHO-K1 KCNQ1, thallium flux FluxOR fluorescence; stronger effect = higher value. B-score at 10 µM. 310,000 compounds, 0.35% hits. AID 2648, 2010;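 active means fluorescence ratio B-score, a plate-corrected score, at least three library SD, with initial intensity B-score within 5 SD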
#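 Assay system: CHO-K1 cells stably expressing KCNQ1. Medium: assay buffer for compound exposure, DMSO matched across wells. Timing: 37 °C overnight plating, 90-min dark dye load, 20-min compound pretreatment. Signal: kinetic FluxOR fluorescence, 10 s baseline plus 110 s post-stimulus.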
# Starred values were filed as active, the others as inactive; i = inactive; x = no result given.
cpd	structure	HDAC3 inh	PolyA inh	DYRK1A inh	RGS4 pot	KCNQ1 inh	GSK3 alpha inh
1	COc1ccc(NC(=O)COc2ccc(C)cc2)c([N+](=O)[O-])c1	-1	i	x	i	i	-1
2	O=C(CCNS(=O)(=O)c1cccs1)N1CCCCCC1	-4	i	-1	i	i	-3
3	COc1ccccc1NC(=O)c1ccc(C(=O)Nc2ccccc2OC)nc1	0	i	3	i	i	3
4	CC(=O)N1CCCc2cc(S(=O)(=O)N3CCCC(C(=O)Nc4cccc(C)c4)C3)ccc21 (stereo unspecified)	-1	i	4	i	i	-3
5	O=C(CSc1nc(=O)[nH]c2c1CCCC2)Nc1cc(C(F)(F)F)cc(C(F)(F)F)c1	-4	i	6	i	i	0
6	CC(C)(C)NC(=O)Cn1c(=O)n(CC(=O)NC(C)(C)C)c2ccccc21	8	i	0	i	i	0
7	C=CCn1c(=S)sc2c(=O)[nH]c(C)nc21	1	i	x	i	i	15
8	C/C(=N\NC(=O)C1CC1c1ccccc1)c1cccc([N+](=O)[O-])c1 (stereo unspecified)	3	i	-2	i	i	-1
9	CC(c1ccccc1)C(Cc1nc2ccccc2[nH]1)c1nc2ccccc2[nH]1 (stereo unspecified)	1	i	x	i	i	-3
10	CC(C)Nc1c([N+](=O)[O-])c(=O)oc2ccccc12	11	i	10	i	i	1
11	Cc1cccnc1NC(=O)C(c1ccccc1)c1ccccc1	1	i	-12	i	i	0
12	O=C1OC(c2ccccc2)=C/C1=C/N1CCOCC1	1	i	-1	i	i	-4
13	O=C1C2CCCN2C(=S)N1C1CCCCC1 (stereo unspecified)	0	i	-4	i	i	0
14	CC(C)OC(=O)CSc1nnnn1-c1ccc2c(c1)OCCO2	-3	i	x	i	i	4
15	S=C(NCCCN1CCOCC1)N1CCN(c2nc(-c3ccccc3)cs2)CC1	5	i	-7	i	i	4

cpd	KCNK9 block	KCNK3 inh	hERG protect	GSK3beta inhib	KCNQ1 act
1	i	x	-8	1	i
2	i	i	-4	-1	i
3	i	i	-2	-1	i
4	i	i	-10	-1	i
5	i	i	-14	0	i
6	i	i	-5	-3	i
7	i	i	-8	-18	i
8	i	i	-7	2	i
9	i	x	-20	1	i
10	i	i	-1	0	i
11	i	i	-7	4	i
12	i	i	-9	0	i
13	i	i	-4	4	i
14	i	i	-3	1	i
15	i	i	-19	-7	i

# As entered above:
# Result for compound 15 in hERG protect: -19
# Result for compound 11 in GSK3beta inhib: 4

# (cont.)
cpd	structure	HDAC3 inh	PolyA inh	DYRK1A inh	RGS4 pot	KCNQ1 inh	GSK3 alpha inh
16	CCC(=O)Nc1nonc1-c1nc2ccccc2n1Cc1cccc2ccccc12	-5	i	1	i	i	-2
17	Cc1cc(C)n(-c2nc3ccccc3nc2Nc2ccc3c(c2)OCO3)n1	-7	i	3	i	i	-2
18	CSc1ncccc1C(=O)Nc1ccncc1	8	i	-1	i	i	3
19	CN1CCN(c2ccc(CNC(=O)c3cc4ccccc4o3)cc2)CC1	-10	i	3	i	i	-2
20	COc1ccc(CCNC(=O)C2(C)CCC(=O)N2Cc2ccc(C)cc2)cc1OC (stereo unspecified)	0	i	2	i	i	0
21	Cc1ccc(C)n1Cc1ccccc1Cl	2	i	-3	i	i	-3
22	COc1ccc(-c2cc3c(=O)n(CC(=O)NCc4cccnc4)ncn3n2)cc1	5	i	-2	i	i	-2
23	CC(=O)Nc1ccccc1C(=O)N1CC2(C)CC1CC(C)(C)C2 (stereo unspecified)	-9	i	-5	i	i	-2
24	Cc1cc(C)c(S(=O)(=O)c2ccccc2)c(OC(=O)c2c(Cl)cccc2Cl)n1	-5	i	-4	i	i	1
25	C/C(N)=C(/C#N)C(=O)CSc1nnc(COc2cc(C)ccc2C)o1	-8	i	-3	i	i	-1
26	CCOC(=O)Cn1c(=O)oc2cc(S(=O)(=O)NCCc3ccc(OCC)c(OCC)c3)ccc21	-2	i	5	i	i	0
27	NC(=O)c1ccccc1NC(=O)Cc1cccs1	0	i	6	i	i	-2
28	Cc1cc(C)cc(NC(=O)C2(c3cccs3)CCOCC2)c1	-10	i	-4	i	i	3
29	COc1ccc(-c2nn(C)c(=O)c3ccccc23)cc1NC(=O)COc1ccc(C)cc1	-1	i	-8	i	i	x
30	Cc1nc([N+](=O)[O-])nn1C12CC3CC(CC(Br)(C3)C1)C2	0	i	4	i	i	2

cpd	KCNK9 block	KCNK3 inh	hERG protect	GSK3beta inhib	KCNQ1 act
16	i	i	-1	2	i
17	-7.3*	i	-14	3	i
18	i	i	-8	-5	i
19	i	i	2	-2	i
20	i	i	-10	-10	i
21	i	i	-15	0	i
22	i	i	-8	0	i
23	i	i	-4	0	i
24	-7.2*	i	-7	1	i
25	i	i	-2	5	i
26	i	i	-11	2	i
27	i	i	0	2	i
28	i	i	-10	2	i
29	i	i	-6	1	i
30	i	i	-12	7	i

# Next part.
cpd	structure	HDAC3 inh	PolyA inh	DYRK1A inh	RGS4 pot	KCNQ1 inh	GSK3 alpha inh
31	c1ccc(Sc2ccccc2CN2CCCC2)cc1	7	i	x	-7.4*	i	2
32	O=C(CN1C(=O)c2ccccc2C1=O)Nc1nccs1	-4	i	2	i	i	0
33	CCOc1ccc(CCNC(=O)CCCn2c(=O)c3cccn3c3cccnc32)cc1OCC	0	i	-4	i	i	-2
34	Cc1ccc(CCN2CC(C(=O)NCc3cccnc3)CC2=O)cc1 (stereo unspecified)	x	i	7	i	i	x
35	CCOC(=O)c1ccc(NC(=S)N2CCCC2)cc1	-2	i	-4	i	i	-1
36	CC(C(=O)N1c2ccc(F)cc2CCC1C)N1C(=O)c2ccccc2C1=O (stereo unspecified)	-7	i	-2	i	i	-1
37	CC1CN(C(=O)COC(=O)c2ccc(Cl)c(N)c2)CC(C)O1 (stereo unspecified)	-8	i	-5	i	i	-3
38	CCCCn1nc(NC(=O)COC)c2cc3ccc(C)cc3nc21	1	i	2	i	i	0
39	COc1ccc(C(=O)Nc2ccc(S(=O)(=O)Nc3onc(C)c3C)cc2)cc1	10	i	-5	i	i	-1
40	COc1ccc(NC(=O)Cc2c(Cl)cccc2Cl)cn1	-2	i	2	i	i	-1
41	COc1ccc2oc(C(=O)OCC(=O)Nc3ccc(NC(C)=O)cc3)c(C)c2c1	-11	i	7	i	i	-2
42	COc1ccc(-n2c(SCC(=O)N3CCCC3)nc3ccccc3c2=O)cc1	-1	i	x	i	i	0
43	CCc1cc2c(=O)c(-c3nc4ccccc4[nH]3)coc2c(CN2CCCCC2C)c1O (stereo unspecified)	x	i	-6	i	i	-2
44	CCN(C(=O)CSc1nc2n[nH]c(C)c2c(=N)n1-c1ccc(Cl)c(C)c1)c1cccc(C)c1	21	i	1	i	i	-3
45	COc1ccccc1CNS(=O)(=O)c1ccc(C)cc1	0	i	-3	i	i	-6

cpd	KCNK9 block	KCNK3 inh	hERG protect	GSK3beta inhib	KCNQ1 act
31	i	i	-6	-4	i
32	i	i	-4	-4	i
33	i	i	-7	1	i
34	i	i	-9	-1	i
35	i	i	-12	1	i
36	i	i	0	0	i
37	i	i	-5	1	i
38	i	i	9.0*	-1	i
39	i	i	-5	-1	i
40	i	i	-5	-10	i
41	i	i	-3	x	i
42	i	x	-10	-2	i
43	i	i	-12	-6	i
44	-21*	-12*	-8	1	i
45	i	i	-6	0	i

# Following part.
cpd	structure	HDAC3 inh	PolyA inh	DYRK1A inh	RGS4 pot	KCNQ1 inh	GSK3 alpha inh
46	CCN1C(=O)CC(Sc2ccccc2N)C1=O (stereo unspecified)	-4	i	0	i	i	-3
47	Cc1ccc(Cn2c(=N)c(S(=O)(=O)c3ccc(C)cc3)cc3c(=O)n4ccccc4nc32)cc1	4	i	2	i	i	4
48	CCc1c(C)sc(NC(=O)OC)c1C(N)=O	-11	i	-2	i	i	0
49	COc1ccc2c(c1)C(=O)CC(c1ccc(OC)c(OC)c1)O2 (stereo unspecified)	-4	i	-2	i	i	0
50	O=C(CC1C(=O)NCCN1CCCc1ccccc1)NCCc1ccccc1F (stereo unspecified)	-2	i	1	i	i	-2
51	CC(C)(C)Cc1nnc(NS(C)(=O)=O)s1	4	i	0	i	i	2
52	COc1ccc(C(=O)NC(=S)NCc2ccc(-c3nc4ccccc4o3)cc2)cc1OC	-3	i	x	i	i	-2
53	Cc1cc(CNC(=O)C(C)n2cc([N+](=O)[O-])cn2)c2ccccc2n1 (stereo unspecified)	-1	i	x	i	i	2
54	CC(CN1CCCC1)OC(=O)c1ccccc1Cl (stereo unspecified)	-3	i	-3	i	i	-3
55	CN1CCN(c2ccc(S(=O)(=O)N3CCCCC3)cc2NC(=O)c2ccc(C#N)cc2)CC1	3	i	-2	i	i	1

cpd	KCNK9 block	KCNK3 inh	hERG protect	GSK3beta inhib	KCNQ1 act
46	i	i	-7	-4	i
47	i	i	-8	2	i
48	i	i	-11	-21	i
49	i	i	-5	-3	i
50	i	i	-7	0	i
51	i	i	-7	14	i
52	i	i	-13	-4	i
53	i	i	-2	2	i
54	i	i	-2	1	i
55	i	i	-9	9	i

# Rewritten in transposed form: 3 of the compounds above
50) O=C(CC1C(=O)NCCN1CCCc1ccccc1)NCCc1ccccc1F (stereo unspecified)
51) CC(C)(C)Cc1nnc(NS(C)(=O)=O)s1
52) COc1ccc(C(=O)NC(=S)NCc2ccc(-c3nc4ccccc4o3)cc2)cc1OC

screen / no.,50,51,52
HDAC3 inh,-2,4,-3
PolyA inh,i,i,i
DYRK1A inh,1,0,x
RGS4 pot,i,i,i
KCNQ1 inh,i,i,i
GSK3 alpha inh,-2,2,-2
KCNK9 block,i,i,i
KCNK3 inh,i,i,i
hERG protect,-7,-7,-13
GSK3beta inhib,0,14,-4
KCNQ1 act,i,i,i

# Some of the compounds tested; rates above refer to the full screens.
